Screening results: PubChem, several laboratories
Dynein cargo inh – blocks dynein driven cargo transport along microtubules; 3617.4 mouse cells, GR-EGFP nuclear translocation imaging; test concentration mostly 20 µM; stimulated with dexamethasone, 1 µM; stronger effect = lower value; 220,000 compounds, 0.47% hits; AID 1381; z-score, hits read low;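 active = plate z-score of nuclear minus cytoplasmic receptor signal below a set negative limit, without overly bright fluorescence or cell loss, cut at about -3.5 in these data, passing the limit was not always enough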;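 note: z-score of nuclear minus cytoplasmic ring GR-EGFP intensity difference per well; some compounds called inactive have numbers as strong as hits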
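Also added – dexamethasone, 1.0 µM final · Buffer or medium – tet-free, stripped-serum medium · Schedule – induction 48 h, compound 1 h, agonist 30 min · Detection – formaldehyde fixation, Hoechst nuclear stain, 10x automated fluorescence imaging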
b-catenin transl – alters nuclear translocation of beta-catenin in HeLa cells. immunofluorescence imaging. nuclear translocation activity, % at 5 µM. 190,000 compounds, 0.3% hits;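 active = nuclear translocation activity above 50% at 5 µM, with a well cell count of 50 or more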;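 note: per-cell ratio of nuclear to cytoplasmic median beta-catenin stain intensity; plate controls were DMSO negative control for no effect and GSK-3 inhibitor IX positive control for full effect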
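test system = HeLa cells, endogenous beta-catenin | dosing = single 5 µM dose plus 0.02–20 µM confirmation series | times = compound treatment 24 h, 37°C, 5% CO2 | technique = beta-catenin immunofluorescence imaging with DAPI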
NOD2 inhibition – inhibition of NOD2-driven NF-kB reporter – cell-based, luminescence, uHTS, HEK293 (AID 1566); HEK293 NOD2/NF-kB luciferase reporter, luminescence; higher % means a stronger effect; one-dose inhibition, % at 4 µM; EC50 in µM for titrated hits; 290,000 compounds, 0.63% hits; in the data active = inhibition above about 50%; note: many of its hits are not listed in these tables
Ins promoter up – MIN6 insulin promoter up-regulation; MIN6 insulin promoter-GFP reporter, high-content imaging; stronger effect = higher value; z-score at 5 µM; AID 1625; 190,000 compounds, 0.3% hits;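 active = z-score above 3 at 5 µM with at least 500 cells counted in the well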
MT stabilizer – microtubule stabilizers in HeLa cells | HeLa tubulin immunostaining HCS, 24 h; share of cells brighter than vehicle mean+2SD | % tubulin-high responders, % at 10 µM | 200,000 compounds, 0.83% hits;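 active = plate Z-score above 3 for both tubulin-high and condensed-nucleus cell shares, with cell loss under 80%, at 10 µM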;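 note: anti alpha tubulin signal scored within the nucleus-defined area of each cell; some results filed as inactive read as strong as hits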
Hep lipid drop – modulators of hepatic lipid droplet formation; 240,000 compounds, 0.4% hits; inhibition, % at 6.5 µM; AML12 mouse hepatocytes, oleate lipid droplets, BODIPY imaging; AID 1656;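 active = lipid droplet intensity inhibited by at least 50%, with more than 500 cells counted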
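Assay system: AML12 hepatocytes (mouse) / Also added: 100 µM oleic acid challenge / Times: overnight treatment with compound plus oleate / Detection: high-content imaging of BODIPY-stained droplets and DAPI nuclei / Evaluation: % inhibition of lipid droplet signal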
Yfh1-depleted yeast – enhancers of respiration in Yfh1-depleted yeast, dose response, Friedreich's ataxia, plus single-dose screen (AID 1465). 220,000 compounds, 0.074% hits. S. cerevisiae Yfh1-off respiration, WST-1 reduction, 72 h; higher fold induction means a stronger effect. one-dose fold induction at 50 µM; EC50 in µM for titrated hits;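 active = fold induction of absorbance versus untreated yeast above a set limit, then at least 30% activation at any dose in follow-up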;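 note: activators that raise dye reduction in frataxin-depleted yeast; strong numbers were not always called active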
WT yeast gro inh – growth inhibition of WT yeast, mitochondrial fusion screen; mitochondrial fusion phenotypic screen, WT strain; inhibition, % at 10 µM; 190,000 compounds, 2.1% hits; AID 1362; in the data active = inhibition above about 58%; tested in S. cerevisiae
Autophagy mod – alters autophagy in cells. MEF GFP-LC3 puncta imaging; test concentration mostly 10 µM. calls only at 10 µM (by protocol). 190,000 compounds, 0.98% hits. AID 463193;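 active = percentage of spot-positive cells more than 3 SD above its plate mean, without a fluorescence outlier flag or 80% toxicity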;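 note: spot-positive cell cutoff set from DMSO-treated cells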
WT yeast gro inh mutant strain – recorded beside WT yeast gro inh, whose call it bears; inhibition, %; mitochondrial fusion phenotypic screen, mutant strain inhibition
Dynein cargo inh cytoplasmic EGFP – also measured in Dynein cargo inh; calls as there; z-score; measured here: cytoplasmic GR-EGFP intensity; stronger effect = higher value
Dynein cargo inh nuclear GR-EGFP – further read-out of Dynein cargo inh, marked with its call; z-score; measured here: nuclear GR-EGFP intensity;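 lower value marks the stronger effect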
Dynein cargo inh cell count – recorded beside Dynein cargo inh, whose call it bears; z-score; measured here: cell count per field
Ins promoter up cell count – further read-out of Ins promoter up, marked with its call; cell count; measured here: cytotoxicity, nuclei count;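 total cells summed across four imaged fields per well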
Hep lipid drop cells 6.5 µM – second read-out of Hep lipid drop, no call of its own (marks repeat the call); cell count; measured here: cell count, cytotoxicity flag;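 cells counted across two imaged fields per well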
b-catenin transl cell count 5 µM – also measured in b-catenin transl; calls as there; cell count; measured here: cell count, cytotoxicity flag
MT stabilizer Hoechst-high % – second read-out of MT stabilizer, no call of its own (marks repeat the call); % Hoechst-high responders; measured here: nuclear condensation Hoechst responders;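 share of cells brighter than vehicle mean plus two SD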
MT stabilizer cytotoxicity % – recorded beside MT stabilizer, whose call it bears; toxicity, %; measured here: cytotoxicity by cell density;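 0% = mean cell density of plate MIN control wells and 100% = no cells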
Autophagy mod cell loss 18 h – further read-out of Autophagy mod, marked with its call; toxicity, %; measured here: cell loss, nuclei count;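 cell loss after 18 h compound exposure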
Active calls of the source: *; i = inactive; nt = no result given. Some of the compounds tested, so the mix of outcomes need not match the whole.

SMILES	Dynein cargo inh	Dynein cargo inh cytoplasmic EGFP	Dynein cargo inh nuclear GR-EGFP	Dynein cargo inh cell count	b-catenin transl	b-catenin transl cell count 5 µM	NOD2 inhibition	Ins promoter up	Ins promoter up cell count	MT stabilizer	MT stabilizer Hoechst-high %	MT stabilizer cytotoxicity %	Hep lipid drop	Hep lipid drop cells 6.5 µM	Yfh1-depleted yeast	WT yeast gro inh	WT yeast gro inh mutant strain	Autophagy mod	Autophagy mod cell loss 18 h
Cc1ccc(S(=O)(=O)N2CCCC(C(=O)NCc3ccco3)C2)cc1Cl (stereo not drawn)	-1.1	0.063	-1	1.5	-2.0	1164	1%	0.47	1300	3.9	1.5	3.2	-6	722	i	-6	1	i	11
CCC(=O)Oc1ccc(C/C(=N\O)c2ccc(O)cc2O)o1	2.5	-0.15	1.6	-0.72	1.3	1083	20%	0.09	1766	1.3	2.1	7.9	9	619	i	-16	-11	i	1
CC(C)(C)NC(=O)CN(C(=O)C1CSC(=O)C1)c1ccc2c(c1)OCCO2 (stereo not drawn)	0.055	-0.28	0.36	0.23	nt	nt	-29%	0.27	1267	2.8	0.4	10.0	6	661	i	2	-2	i	-8
COc1ccc(-c2cc(C(=O)OC3CCOC3=O)c3ccccc3n2)cc1OC (stereo not drawn)	-0.62	0.0066	0.083	0.36	-3.2	1192	4%	-1.9	1094	4.9	2.4	8.0	nt	nt	i	1	1	i	4
CC(C)Oc1ccc(C(=O)Nc2cc(=O)n(C)c(=O)n2C)cc1	0.31	-0.27	0.36	0.29	nt	nt	-12%	-0.12	943	6.8	3.5	6.8	nt	nt	i	-4	-6	i	10
Cc1cc(C)n(-c2cccc(Cl)c2C#N)n1	0.79	-0.11	1.1	-1.6	0.2	1346	28%	nt	nt	nt	nt	nt	-6	675	i	nt	nt	nt	nt
CCCN(CCC)CC(O)COc1ccc([N+](=O)[O-])cc1 (stereo not drawn)	-0.21	-0.18	-0.5	0.53	-1.1	810	17%	0.88	1139	1.2	1.0	6.1	nt	nt	i	-6	-5	i	-6
CC(=O)n1c2ccccc2c2c1c1ccccc1n2C	0.5	-0.26	0.89	-0.16	-2.0	792	-3%	-0.68	1317	3.3	1.2	2.4	nt	nt	i	6	-3	i	12
CCOc1cc(/C=N/n2c(C)nnc2C)ccc1O	-0.19	-0.16	-0.48	0.93	-0.8	1285	8%	-0.69	1208	nt	nt	nt	-9	743	i	nt	nt	nt	nt
O=C1OCCN1/N=C/c1ccc([N+](=O)[O-])o1	0.89	-0.24	0.84	0.16	nt	nt	4%	nt	nt	2.2	3.0	10	9	701	i	-12	-9	i	-7
O=C(c1ccccc1)N1CCN(S(=O)(=O)c2cccc(NS(=O)(=O)c3ccccc3)c2)CC1	1.4	-0.16	1	-1.6	-2.2	1148	15%	0.55	1161	2.7	1.1	2.5	-7	700	i	-2	-6	i	50
CCOc1ccc(CCNC(=O)COC(=O)c2cc(OC)cc(OC)c2)cc1OCC	1.1	-0.32	0.91	-0.0093	nt	nt	-3%	-1.1	1256	1.5	1.6	1.3	61*	700*	i	-8	5	i	7
O=C1NC(c2cccc([N+](=O)[O-])c2)=CCN1c1ccccc1O	-0.14	-0.24	-0.049	0.21	-0.7	1310	-5%	-0.05	1099	nt	nt	nt	2	782	i	nt	nt	nt	nt
Cc1cc2oc(=O)cc(CSc3nc(N)cc(N)n3)c2cc1C	0.77	-0.056	0.59	0.58	-1.4	1176	17%	nt	nt	2.2	1.9	8.3	-5	718	i	-2	3	i	-8
Cc1ccc(/C=N/NC(=O)c2nnn(-c3nonc3N)c2CSc2ccccc2)cc1	-1.2	1.3	-0.023	0.86	2.4	1293	8%	-0.2	1114	nt	nt	nt	-11	750	i	nt	nt	nt	nt
O=S(=O)(Nc1cccc(CO)c1)c1cccs1	0.24	-0.17	-0.088	1.1	-2.8	1155	-9%	0.27	1364	nt	nt	nt	4	703	i	nt	nt	nt	nt
COC(=O)COc1cccc(NC(=O)c2ccccc2)c1	-1.3	-0.14	-0.39	0.069	-0.1	1179	4%	-0.13	1302	3.4	1.8	6.0	nt	nt	i	-1	-22	i	29
CNC(=O)NC(=O)CSc1cccc(C(F)(F)F)c1	-0.069	-0.21	0.08	0.4	0.8	1140	-20%	-0.11	953	1.9	3.0	6.9	nt	nt	i	1	3	i	-2
Cn1c(=O)c2[nH]c(SCc3ccccn3)nc2n(C)c1=S	0.28	-0.17	0.15	0.58	-1.5	1046	28%	0.3	1463	nt	nt	nt	-13	666	i	nt	nt	nt	nt
FC(F)(F)c1ccnc(N2CCN(Cc3cnc(-c4ccccc4)[nH]3)CC2)c1	1	-0.2	0.54	-0.43	0.3	1315	4%	0.44	1294	nt	nt	nt	17	788	i	nt	nt	nt	nt
O=C(Nc1ccc(-c2csc(Nc3cccc(C(F)(F)F)c3)n2)cc1)c1cc([N+](=O)[O-])cc(C(F)(F)F)c1	1.2	-0.73	0.56	-0.71	0.2	1328	-5%	-0.46	861	nt	nt	nt	7	657	i	nt	nt	nt	nt
CC1CCCN(C(=O)C2CCCN(S(=O)(=O)c3cccc4nsnc34)C2)C1 (stereo not drawn)	-0.27	-0.27	-0.15	0.14	-3.8	1178	19%	-0.29	899	1.4	1.4	2.7	-6	722	i	11	26	i	-1
C/C(N)=C(/C#N)C(=O)CSc1nc2cc(Cl)ccc2s1	2.1	-0.33	0.91	-1.7	0.3	1138	-20%	-0.26	1908	4.9	2.4	17	1	686	i	32	37	i	-19
COc1ccc(C)cc1NC(=O)CN(Cc1nnc(-c2ccc(Cl)cc2)o1)C1CCCC1	-0.00052	-0.23	0.13	1.7	0.5	1056	-15%	-0.44	1218	1.8	0.3	67	18	723	i	16	0	i	-2
CC(=O)c1ccc(NC(=O)c2noc3c2CCCCC3)cc1	-0.38	-0.18	0.36	-1.3	-0.1	1057	-73%	0.71	1708	2.2	1.4	5.5	14	688	nt	-6	-2	i	-6
Cc1cnnc2c1-c1no[n+]([O-])c1CC2	2.2	-0.14	0.84	-1.4	-4.9	1232	-2%	-0.55	1295	2.8	1.7	5.6	-1	705	i	1	12	i	-8
CCC(=O)N1c2ccc(S(=O)(=O)N(CCO)Cc3ccccc3)cc2CC1C (stereo not drawn)	0.18	-0.23	-0.13	1.2	1.7	1340	13%	-0.06	1562	4.8	2.5	14	nt	nt	i	12	-11	i	-46
CC(C)CC(CO)N1CCN(C(=O)c2cccc(C(F)(F)F)c2)CCC1=O (stereo not drawn)	0.11	-0.29	0.35	0.58	nt	nt	17%	0.08	1212	2.7	2.3	9.6	-4	751	i	15	-9	i	19
Cc1ccc2c(CC(=O)NCc3ccc4c(c3)OCO4)coc2c1	-0.16	-0.077	0.1	0.23	-6.5	1224	-24%	nt	nt	3.8	2.5	20	17	791	i	3	6	i	37
COc1ccc(-c2ccc(SCC(=O)Nc3nnc(C)s3)nn2)cc1	-0.8	-0.19	-0.37	0.15	-2.0	1090	-66%	-0.05	1136	2.7	2.6	4.7	-7	663	i	-7	19	i	-3
CCOC(=O)C1(Cc2ccccc2)CCN(Cc2csc(C(C)=O)c2)CC1	-0.78	-0.039	-0.37	0.6	-1.3	1122	-13%	-0.64	1395	1.9	1.9	6.3	-18	741	i	7	15	i	-38
Nc1ccc(N2CCCCC2)cc1N1CCCCC1	-0.82	-0.042	-0.25	0.073	-3.5	914	8%	-1.9	1364	2.8	1.4	2.6	nt	nt	nt	72*	38*	i	1
C/C(=N\NC(=O)CNC(=O)c1ccncc1)c1ccc(C)cc1	0.2	-0.19	-0.049	0.048	-0.8	1055	-6%	0.12	1155	2.6	0.4	1.3	-10	682	i	13	6	i	1
Cn1c(CCN2CCCCC2)nc2cc(NS(=O)(=O)c3ccc(Cl)cc3)ccc21	nt	nt	nt	nt	1.3	723	-5%	-0.09	1013	nt	nt	nt	nt	nt	i	3	16	nt	nt
Cc1cc(=O)c2ccc(Cl)cc2[nH]1	0.26	-0.28	0.42	0.26	nt	nt	20%	0.02	1225	3.4	2.0	2.6	-4	738	i	-4	-11	i	4
CC(C)Nc1nnc(SC(C)C(=O)NCc2ccc3c(c2)OCO3)s1 (stereo not drawn)	-0.2	0.93	0.04	-0.12	-1.6	1063	7%	-0.66	1313	2.9	2.1	14	5	712	i	-12	7	i	0

Compound profiles (already shown).
Profile of CCOC(=O)C1(Cc2ccccc2)CCN(Cc2csc(C(C)=O)c2)CC1 = Dynein cargo inh = -0.78; Dynein cargo inh cytoplasmic EGFP = -0.039; Dynein cargo inh nuclear GR-EGFP = -0.37; Dynein cargo inh cell count = 0.6; b-catenin transl = -1.3; b-catenin transl cell count 5 µM = 1122; NOD2 inhibition = -13%; Ins promoter up = -0.64; Ins promoter up cell count = 1395; MT stabilizer = 1.9; MT stabilizer Hoechst-high % = 1.9; MT stabilizer cytotoxicity % = 6.3; Hep lipid drop = -18; Hep lipid drop cells 6.5 µM = 741; Yfh1-depleted yeast = i; WT yeast gro inh = 7; WT yeast gro inh mutant strain = 15; Autophagy mod = i; Autophagy mod cell loss 18 h = -38
Profile of C/C(=N\NC(=O)CNC(=O)c1ccncc1)c1ccc(C)cc1 = Dynein cargo inh = 0.2; Dynein cargo inh cytoplasmic EGFP = -0.19; Dynein cargo inh nuclear GR-EGFP = -0.049; Dynein cargo inh cell count = 0.048; b-catenin transl = -0.8; b-catenin transl cell count 5 µM = 1055; NOD2 inhibition = -6%; Ins promoter up = 0.12; Ins promoter up cell count = 1155; MT stabilizer = 2.6; MT stabilizer Hoechst-high % = 0.4; MT stabilizer cytotoxicity % = 1.3; Hep lipid drop = -10; Hep lipid drop cells 6.5 µM = 682; Yfh1-depleted yeast = i; WT yeast gro inh = 13; WT yeast gro inh mutant strain = 6; Autophagy mod = i; Autophagy mod cell loss 18 h = 1
